Pin1 inh: human Pin1 inhibition; Q13526; Pin1 FP peptide displacement, HiFluor488, 10 min; Potency, µM (top dose mostly 115 µM), for inactives: top-dose activity, negative = inhibition, hits mostly inhibitors; hit rate 0.009% among 390,000; active = well fitted inhibition curve with a large enough effect in the polarisation, with a control signal flat, not every such curve was filed as active; inconclusive = small, poorly fitted or top-dose-only effect, or effect the other way, or a change in a side signal; inactive = no such curve, though single readings can be large or run the other way; the % refers to the polarisation; also: % is scaled to controls: 0 for no effect and ±100 for the full control effect
Target sequence (Q13526 whole entry, looked up): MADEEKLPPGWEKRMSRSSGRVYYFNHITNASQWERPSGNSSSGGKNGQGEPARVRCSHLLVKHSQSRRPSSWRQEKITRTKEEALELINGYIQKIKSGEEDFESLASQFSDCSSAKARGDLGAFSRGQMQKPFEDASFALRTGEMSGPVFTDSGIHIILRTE
ALOX12 inh: ALOX12 (human) lipoxygenase inhibition; purified 12hLO, xylenol orange hydroperoxide absorbance; hit rate 1.1% among 580,000; AID 1671190; P18054; Potency, µM (highest dose often 108 µM), for the others: at the highest dose activity change, negative = inhibition, actives largely listed as inhibitors; also: % is scaled to controls: 0 for no effect and ±100 for the full control effect
Target sequence (P18054 whole entry, looked up): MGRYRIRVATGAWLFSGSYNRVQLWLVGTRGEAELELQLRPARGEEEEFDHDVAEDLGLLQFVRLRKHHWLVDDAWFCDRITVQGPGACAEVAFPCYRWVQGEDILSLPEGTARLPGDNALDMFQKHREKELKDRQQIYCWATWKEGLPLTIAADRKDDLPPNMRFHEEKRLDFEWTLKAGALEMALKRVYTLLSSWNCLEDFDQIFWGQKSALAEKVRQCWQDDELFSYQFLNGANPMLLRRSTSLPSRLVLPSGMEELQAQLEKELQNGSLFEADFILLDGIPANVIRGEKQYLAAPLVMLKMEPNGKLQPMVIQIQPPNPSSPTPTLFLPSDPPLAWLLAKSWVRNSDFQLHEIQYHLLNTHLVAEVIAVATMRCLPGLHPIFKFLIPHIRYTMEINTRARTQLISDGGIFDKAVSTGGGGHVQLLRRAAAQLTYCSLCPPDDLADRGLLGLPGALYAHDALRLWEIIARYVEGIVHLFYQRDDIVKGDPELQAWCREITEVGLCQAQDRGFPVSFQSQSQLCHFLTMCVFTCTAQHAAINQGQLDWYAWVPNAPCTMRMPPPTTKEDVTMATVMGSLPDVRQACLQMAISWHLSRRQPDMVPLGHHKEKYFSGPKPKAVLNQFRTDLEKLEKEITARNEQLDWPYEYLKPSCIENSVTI
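Purified human 12hLO at 150 nM in 25 mM Hepes, 0.01% Triton X-100, pH 7.0, preincubated 15 min at room temperature with compound. Reaction started with 40 uM arachidonic acid, 30 min at room temperature. Hydroperoxide measured by Fe-xylenol orange, 573/405 nm absorbance ratio.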
RGS4 inh: inhibitors of human regulator of G protein signaling 4. P49798. Transcreener GDP fluorescence polarization, RGS4-accelerated GTP hydrolysis. Potency, µM (titrated, usually from 114 µM), inactives show at the highest dose activity change, negative = inhibition, most hits filed as inhibitors. hit rate 0.039% among 390,000; also: % is scaled to controls: 0 for no effect and ±100 for the full control effect; nearly all actives have a fitted effect of over 75% in size; some results filed as inactive show a strong effect at the top dose
Target sequence (P49798 whole entry, looked up): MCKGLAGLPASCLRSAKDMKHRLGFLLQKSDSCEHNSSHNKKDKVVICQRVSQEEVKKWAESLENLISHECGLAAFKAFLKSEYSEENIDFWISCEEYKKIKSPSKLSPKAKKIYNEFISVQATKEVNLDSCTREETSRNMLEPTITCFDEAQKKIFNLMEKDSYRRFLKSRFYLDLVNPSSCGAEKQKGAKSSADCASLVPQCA
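MLSMR compounds (23 nl, pin-transferred) preincubated 10 min at room temperature with a 500nM (2x) first reagent, then RGS4 at 900nM (2x) plus Transcreener GDP mix added; fluorescence polarization (620/688 nm) read before and after 90 min at 30 °C.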
PGK inhibitor: T. brucei PGK inhibition; PGK/GAPDH coupled, Kinase-Glo luminescence, 60 min; Potency, µM (doses to about 57.5 µM), for inactives: at the top dose activity change, negative = inhibition, actives largely listed as inhibitors; hit rate 0.043% among 380,000; also: % is scaled to controls: 0 for no effect and ±100 for the full control effect; nearly all actives have a fitted effect of over 60% in size
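Luminescent ATP detection (Kinase-Glo Plus) follows a 60-minute room-temperature incubation, with wells lacking PGK as controls. Buffer: 100 mM TEA (pH 7.6), 5 mM MgCl2, 0.01% Tween-20. Coupling enzyme GAPDH (100 nM final) supplies unstable 1,3-BPG in-well.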
rTrxR1 inhibitor: rat TrxR1 inhibition. O89049. recombinant rTrxR1, NADPH fluorescence consumption, selenite substrate. Potency, µM (series often up to 114 µM), for inactives: top-dose activity change, negative = inhibition, usual class: inhibitors. hit rate 1% among 390,000; also: % is scaled to controls: 0 for no effect and ±100 for the full control effect; nearly all actives have a fitted effect of over 65% in size
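Rat TrxR1 (90 nM in the dispensed reagent) was pre-reduced with 400 uM NADPH for 5 min at room temperature, then incubated with compound for 15 min. After 400 uM selenite was added, NADPH fluorescence (Ex 340/Em 450 nm) was followed for 8 min.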
ERG-DNA inh: ERG Ets/DNA interaction inhibition. P11308. fluorescence polarization, His-ERG Ets domain / labelled DNA. hit rate 0.028% among 370,000. Potency, µM (series often up to 76.9 µM), without a hit: top-dose FP activity, negative = inhibition, actives largely listed as inhibitors; active = well fitted inhibition curve with a large enough effect in the polarisation, with a control signal flat; inconclusive = small, poorly fitted or top-dose-only effect, or effect the other way, or a change in a side signal; inactive = no such curve, though single readings can be large or run the other way; the % refers to the polarisation;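 also: polarization taken with two DNA probes labelled with fluorescein and Texas red; % of control where 0% means no effect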
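His-tagged ERG Ets domain (1 uM in the protein solution; 300mM KCl, 50mM Tris-HCl, 1mM EDTA, 1mM DTT, pH 7.5) received compound, then a probe mix of 5 nM fluorescein-DNA and 100nM Texas-615-DNA. Fluorescence polarization was read for both dyes.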
HP1b binding inh: HP1-beta chromodomain-methylated histone interaction inhibition; P83916; hit rate 0.56% among 390,000; AID 540317; AlphaScreen HP1-beta / biotin-H3K9me3 peptide binding; Potency, µM (doses to about 114 µM), inactives show top-dose activity change, negative = inhibition, usual class: inhibitors; also: nearly all actives have a fitted effect of over 70% in size; inactives centre near 23
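Compound inhibition of the preformed complex between 50 nM HP1-beta and 50 nM biotinylated H3K9me3 peptide was read by AlphaScreen. Buffer was PBS pH 7.4 with 0.01% Tween-20. Incubations ran 30 min at room temperature, with 10 ug/mL donor/acceptor beads.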
GLS inh: inhibitors of human glutaminase (GLS); O94925; GLS enzymatic activity, qHTS titration; Potency, µM (top dose mostly 45.5 µM), without a hit: at the top dose activity change, negative = inhibition, actives largely listed as inhibitors; hit rate 0.21% among 410,000; AID 624170; also: % is scaled to controls: 0 for no effect and ±100 for the full control effect
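Assay buffer: 45 mM KH2PO4 pH 8.2, 0.02% Tween-20. hKGA acts on L-glutamine (1 mM solution added); product glutamate is reported by an oxidase/peroxidase Amplex Red coupling, with fluorescence taken at baseline and 30 min.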
JMJD2A Tudor inh: inhibitors of human JMJD2A Tudor domain; O75164; AlphaScreen JMJD2A-Tudor / H3K4me3 peptide binding; Potency, µM (highest dose often 114 µM), inactives show at the highest dose activity change, negative = inhibition, actives largely listed as inhibitors; hit rate 4.4% among 390,000; also: % is scaled to controls: 0 for no effect and ±100 for the full control effect; nearly all actives have a fitted effect of over 50% in size
* = called active by the depositor; i = inactive; ? = inconclusive; · = not tested or not shown; & = joins results of further samples; [ ] = remark or other dose. Unless noted, calls follow the shape of the dose curve; as a rule, active = well fitted curve in the direction sought with a large enough effect; inconclusive = small, poorly fitted or top-dose-only effect, or another doubt; inactive = no such curve, though single readings can be large; an effect the other way counts as inactive or inconclusive. Potency is read from the fitted curve at half-maximal effect.

Molecule	Pin1 inh	ALOX12 inh	RGS4 inh	PGK inhibitor	rTrxR1 inhibitor	ERG-DNA inh	HP1b binding inh	GLS inh	JMJD2A Tudor inh
CCOC(=O)N1CCC(N2C(=O)c3ccccc3C2Nc2cc(OC)c(OC)c(OC)c2)CC1 (configuration not stated)	0%	-2%	-1%	i	6%[57.1 µM]	-13%	24%	5%	-18%
O=S(=O)(N/N=C/c1cn(Cc2ccccc2)c2ccccc12)c1ccccc1	?	0%	3%	-8%	12%	-4%	3%	25%	-33%
COc1cccc(N2CCN(CC(=O)C34CC5CC(CC(C5)C3)C4)CC2)c1	-2%	-27%	-18%	-3%	-21%	-1%	4%	-8%	-22%
CC(=O)c1ccc(NC(=O)c2cnn3c(C(F)F)cc(C4CC4)nc23)cc1	-4%	?	19%	0%	-9%	1%	8%	13%	-12%
Cc1c(C)n(C(=O)CSc2ncn[nH]2)c2ccccc12	2%	78%[activator]	-15%	-10%	-7%	6%	21%	1%	-16%
Cc1ccc(OCC(=O)N2N=C(c3ccc(Cl)cc3)CC2c2ccco2)c([N+](=O)[O-])n1 (configuration not stated)	12%	?	?	i	1%[57.1 µM]	7%	13%	-13%	-27%[57.1 µM]
O=C1c2ccccc2S(=O)(=O)N1Cc1nc2ccccc2s1	0%	34%	-31%	i	9%	-3%	58%[activator]	-1%	-9%
CCOC(=O)C1CCCN(C(=O)CCn2nc(-c3ccccc3)ccc2=O)C1 (configuration not stated)	-2%	-25%	-19%	-1%	-18%	11%	46%[activator]	-8%	-9%
CCN(Cc1nc2ccccc2c(=O)[nH]1)C(=O)c1cc(C2CC2)nn1-c1ccccc1	2%	0%	-9%	-6%	12%	-6%	40%[activator]	-10%	-8%
CC(C)CC(=O)Nc1ccc(C(=O)COC(=O)CN2C(=O)NC3(CCCCC3C)C2=O)cc1 (configuration not stated)	-1%	0%	8%	-17%	-14%	1%	-17%	-6%	?
CC1CCc2c(sc(NC(=O)CCCn3cnc([N+](=O)[O-])n3)c2C(N)=O)C1 (configuration not stated)	-1%	-8%	-16%	i	3%	-5%	25%	0%	-24%
N#Cc1ccc(-c2c(-c3ccccc3)ncc3cc(F)ccc23)cc1	8%	-19%	-7%	i	8%	-5%	52%[activator]	4%	-1%
Cc1ccccc1OCCCCn1c(CCNC(=O)C(C)(C)C)nc2ccccc21	1%	-5%	16%	0%	17%	0%	12%	-11%	-26%
CCOc1ccc(N(CC(=O)N2CCCC2)S(=O)(=O)c2ccc(F)cc2)cc1	4%	15%	-16%	3%	11%	-8%	20%	7%	-16%
CC(C)CN(C(=O)COC(=O)C(C)N1C(=O)c2ccccc2C1=O)c1c(N)n(Cc2ccccc2)c(=O)[nH]c1=O (configuration not stated)	-3%	?	-5%	0%	-11%	1%	12%	0%	-1%
CC1CCN(C(=O)COC(=O)c2ccccc2C(=O)c2ccccc2)CC1	-2%	-2%	-2%	0%	-1%	-7%	18%	1%	-15%
Cc1nn(-c2cccc(Cl)c2)nc1C(=O)O	-2%	-11%	-19%	-9%	15%[57.1 µM]	-4%	10%	-4%	-3%
c1ccc2nc(-c3ccncc3)ccc2c1	-7%	0%	-13%	-5%	17%	-1%	26%	-3%	4%
O=c1c(-c2cccc3ccccc23)[n+]([O-])c2ccccc2n1O	?	-19%	-24%	14%	-8%	-7%	47%[activator]	9%	?
CC(OC(=O)C1CC1)C(=O)Nc1cc(C(F)(F)F)ccc1Cl (configuration not stated)	1%	9%	9%	0%	11%[57.1 µM]	12%	66%[activator]	2%	0%[57.1 µM]
Cc1cccn2c(=O)c3cc(C(=O)NCc4ccccc4)c(=N)n(CCCN4CCOCC4)c3nc12	7%	-10%	-30%	-10%	10%	-2%	17%	-3%	-26%
CC(NC(=O)CN1C(=O)NC2(CCc3ccccc32)C1=O)c1ccccc1 (configuration not stated)	-1%	5%	-3%	0%	1%	-6%	12%	0%	-6%
COc1ccc(C(c2nnnn2Cc2ccccc2)N2CCN(C(=O)c3ccco3)CC2)cc1 (configuration not stated)	0%	20%	-3%[11.4 µM]	-5%	14%[57.1 µM]	6%	27%	-15%	-3%[11.4 µM]
O=C(NCCN1CCCCC1)c1ccc(F)cc1Cl	-8%	8%	15%	-9%	-3%	-4%	16%	4%	-7%
Cc1ccccc1NC(=O)Cn1c(=O)n(CCCCCC(=O)NCc2ccccc2Cl)c(=O)c2sccc21	50%[activator]	-9%	-8%	10%	8%	1%	19%	-11%	-6%

The list goes on:
Molecule	Pin1 inh	ALOX12 inh	RGS4 inh	PGK inhibitor	rTrxR1 inhibitor	ERG-DNA inh	HP1b binding inh	GLS inh	JMJD2A Tudor inh
COc1ccc(C2(C(=O)N3CCCC3)CCOCC2)cc1OC	3%	5%	3%	-2%	21%	·	23%	-22%	-7%
c1ccc(-c2nnc(CN3CCN(c4ccccc4)CC3)o2)cc1	4%&-4%	12%&-21%	5%&8%	-10%	11%[57.1 µM]	5%&-1%	23%&20%	13%&38%	-20%&-21%
COc1cc(CN2CCC(C(=O)N3CCC(C)CC3)CC2)cc(Br)c1O	0%	?	34%	-6%	-6%	-5%	?	13%	?
O=C(Nc1cc([N+](=O)[O-])ccc1C(=O)Nc1cccnc1)c1ccccc1	?	-8%	-27%	-2%	-12%	-8%	5%	0%	-23%
Cc1ccc2nc(-c3ccc(SCC(=O)Nc4nnc(C)s4)nc3)[nH]c2c1	20%	?	-42%	-4%	20%[57.1 µM]	-5%	26%	-8%	-11%
Cc1ccc(NC(=O)CN2C(=O)C(c3ccccc3)=NC2(C)C)cc1C	2%	-19%	7%	·	16%	-1%	6%	-7%	-19%
CCCCOc1ccc(/C=C/C2=CC(C)(C)NC(=S)N2)cc1OCC	0%	?	81%[activator]	-1%	-10%	5%	2%	2%	-10%
CCN(CC(=O)Nc1cc(Cl)ccc1C)C(=O)c1cc(S(=O)(=O)N2CCCCCC2)ccc1OC	19%	2%	?	-6%	17%	3%	-2%	22%	-11%
COc1cc(/C=C(/C#N)c2ccccc2)ccc1Oc1ccc([N+](=O)[O-])cn1	11%	0%	40%	-7%	21%[57.1 µM]	0%	-13%	4%	-27%
CCCCC(CC)C(=O)NCc1ccccc1OC (configuration not stated)	0%	-6%	0%	1%	-9%	-6%	37%[activator]	-4%	-1%
CCN(CC)CC#CCC1(O)c2ccccc2-c2ccccc21	-10%	3%[57.4 µM]	6%	-6%	16%	·	13%	7%	-24%
COc1ccc(/C=C(\NC(=O)c2ccc(C)cc2)C(=O)NCCCn2ccnc2)cc1	-1%	16%	5%	2%	8%	-15%	23%	-1%	-18%
O=S(=O)(NCCS(=O)(=O)N1CCN(c2ccccc2F)CC1)c1ccc(Cl)cc1	-5%	-21%	-13%	i	26%[57.1 µM]	0%	22%[57 µM]	-2%	-21%
CCCCN1C(=O)c2[nH]nc(-c3ccccc3O)c2C1c1cc(Br)c(O)c(OC)c1 (configuration not stated)	16%	?	2%	i	-3%	-12%	-9%	1%	?
CCOC(=O)c1c(C)sc(-c2c(-c3cc(C)ccc3C)[nH]c3c2c(=O)n(C)c(=O)n3C)c1O	?	?	-48%	-1%	-32%	?	5%	1%	?
CC1(C)Cc2c(sc(NC(=O)c3ccc(S(=O)(=O)N4CCCCCC4)cc3)c2C(N)=O)C(C)(C)N1	6%	-3%	8%	i	-4%	5%	3%	0%	-15%
CCN(CC)c1ccc(N)cc1S(=O)(=O)Nc1ccc(OC)cc1	3%	-7%	-15%	-5%	10%	0%	?	?	-25%
Cc1ncsc1C(=O)O	-5%	-21%	-13%	i	10%[57.1 µM]	4%	19%	0%	?
O=C(N/N=C/c1ccc(Cl)cc1Cl)c1ccc(-n2cnnn2)cc1	-2%	31%[activator]	-1%	-9%	15%	9%	16%	2%	-16%
O=C(CSc1cc(Cl)ccc1Cl)NC1CCCc2ccccc21 (configuration not stated)	1%	-2%	15%	-7%	7%	5%	37%	5%	-3%
CCN(CC)c1ccc(N2C(=O)/C(=C\c3cccnc3)SC2=S)cc1	-1%	-14%	-45%	-4%	-7%	8%	11%	13%	-21%
O=S(=O)(c1cccc(NC(=S)N2CCN(c3ccccc3)CC2)c1)C(F)F	-5%	-3%	-49%	i	-17%	3%	35%	-1%	-16%
Cc1ccc(S(=O)(=O)Cc2ccc(C(=O)N3CCCCCC3)o2)cc1	-13%	0%	-14%	i	-2%	-8%	20%	5%	-28%
O=C(N1CCOCCOc2ccccc2OCCOCC1)C(F)(F)F	-3%	7%	-5%	-2%	13%	-4%	26%	-1%	7%

Record cards, from the list above. Order of screens: Pin1 inh	ALOX12 inh	RGS4 inh	PGK inhibitor	rTrxR1 inhibitor	ERG-DNA inh	HP1b binding inh	GLS inh	JMJD2A Tudor inh
Profile of O=C(N1CCOCCOc2ccccc2OCCOCC1)C(F)(F)F → -3%	7%	-5%	-2%	13%	-4%	26%	-1%	7%
Profile of CCN(CC)CC#CCC1(O)c2ccccc2-c2ccccc21 → -10%	3%[57.4 µM]	6%	-6%	16%	·	13%	7%	-24%

A portion of the library; rates above refer to the full screens.
